HTT cytoprotect = qHTS Multiplex Assay to Identify Dual Action Probes in a Cell Model of Huntington: Cytoprotection (ATP). PC12 HTT-Q103 induced, cytoprotection, ATP luminescence, 40 h. 0.14% of 230,000 active. Potency, µM (highest dose often 56.4 µM), for inactives: cytoprotection (ATP increase), hits mostly activators;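 further: % of control where 0% means no effect; nearly all actives have a fitted effect of over 45% in size; toxic huntingtin expression switched on by the ecdysone agonist tebufenozide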
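ATP quantification (ATPlite) reports survival of PC12 cells in which tebufenozide, 100 nM final, switches on Htt exon 1 with 103 glutamines linked to GFP; compounds are titrated.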
aGlu spleen mod = qHTS Assay for Inhibitors and Activators of Human alpha-Glucosidase From Spleen Homogenate; Potency, µM (top dose mostly 79.9 µM), for the others: top-dose activity change, negative = inhibition, usual class: inhibitors; 0.006% of 240,000 active; Lysosomal alpha-glucosidase (Homo sapiens), P10253; AID 2112, 2009; human spleen homogenate, 4-MU-alpha-glucoside fluorescence;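 further: 0% = enzyme with vehicle and -100% = no enzyme basal signal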
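Compounds were titrated against alpha-glucosidase in spleen homogenate at pH 5.0, with 1 mM 4-methylumbelliferyl substrate for 40 min at 37 C. Reactions were quenched with pH 10 NaOH/glycine and fluorescence measured.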
Tau fibril FP = qHTS for Inhibitors of Tau Fibril Formation, Fluorescence Polarization; Microtubule-associated protein tau (Homo sapiens), P10636; K18 P301L tau heparin fibrillization, Alexa594 FP, 6 h; Potency, µM (highest dose often 57.7 µM), for inactives: at the top dose activity, negative = inhibition, usual class: inhibitors; 0.39% of 280,000 active; further: on the % scale 0 is the no-effect control and ±100 the full control effect; nearly all actives have a fitted effect of over 55% in size
Target sequence (P10636 561-689 P618L limits assumed): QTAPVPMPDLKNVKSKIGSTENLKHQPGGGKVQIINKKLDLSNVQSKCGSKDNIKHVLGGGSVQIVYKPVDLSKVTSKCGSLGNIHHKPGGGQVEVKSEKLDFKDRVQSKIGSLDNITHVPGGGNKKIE
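Read-out: fluorescence polarization of Alexa 594-labeled tau (0.24 uM), 555 nm excitation, 632 nm emission. Mixtures held 15 uM unlabeled K18 P301L, compound and 20 uM heparin, pH 7 acetate buffer, incubated 6 hr at 37 C.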
GAA glycogen mod = qHTS Assay for Inhibitors and Activators of Human alpha-Glucosidase Cleavage of Glycogen; Lysosomal alpha-glucosidase (Homo sapiens), P10253; recombinant GAA, glycogen substrate, Amplex Red glucose oxidase fluorescence; Potency, µM (top dose mostly 76.4 µM), for the others: at the highest dose activity change, negative = inhibition, usual class: inhibitors; 0.38% of 300,000 active; AID 2100, 2009;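 further: 0% = full enzyme reaction and -100% = no-enzyme basal signal; the screen sought inhibitors and activators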
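Recombinant enzyme (4 nM final) with compounds titrated up to 77 uM and bovine liver glycogen (30 ug) in citrate pH 5.0, 0.01% Tween-20, 37 C 40 min. Released glucose detected by Amplex Red/glucose oxidase (Ex 573/Em 610); AC50 from Hill fits.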
aGal spleen mod = qHTS Assay for Inhibitors and Activators of Human alpha-Galactosidase From Spleen Homogenate. 0.008% of 240,000 active. Alpha-galactosidase A (Homo sapiens), P06280. Potency, µM (doses to about 80 µM), without a hit: at the top dose activity change, negative = inhibition, hits mostly inhibitors. human spleen homogenate, 4MU-alpha-Gal fluorescence, 40 min;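 further: 0% = enzyme with vehicle and -100% = no enzyme basal signal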
Target sequence (P06280 32-429 limits assumed): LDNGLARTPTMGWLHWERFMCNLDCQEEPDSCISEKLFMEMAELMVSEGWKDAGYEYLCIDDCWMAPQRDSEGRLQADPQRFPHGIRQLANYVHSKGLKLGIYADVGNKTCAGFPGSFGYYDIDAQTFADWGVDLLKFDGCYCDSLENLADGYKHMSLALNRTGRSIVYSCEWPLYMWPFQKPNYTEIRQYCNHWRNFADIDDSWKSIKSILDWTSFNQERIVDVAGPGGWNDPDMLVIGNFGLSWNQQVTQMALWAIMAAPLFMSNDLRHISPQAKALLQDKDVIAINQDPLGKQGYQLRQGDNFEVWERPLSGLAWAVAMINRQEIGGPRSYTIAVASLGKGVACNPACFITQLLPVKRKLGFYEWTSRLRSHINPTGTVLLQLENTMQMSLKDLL
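Human spleen homogenate (1 ug) as enzyme source, 4-methylumbelliferyl-alpha-D-galactopyranoside 1 mM final, citrate/phosphate pH 5.0 with 0.01% Tween-20. Compounds 40 min at 37C, NaOH/glycine stop; fluorescence Ex 365/Em 440, Hill-fit AC50.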
Tau fibril ThT = qHTS for Inhibitors of Tau Fibril Formation, Thioflavin T Binding; Microtubule-associated protein tau (Homo sapiens), P10636; recombinant tau K18 P301L, heparin-induced fibrillization, ThT fluorescence; Potency, µM (series often up to 57.4 µM), without a hit: at the highest dose activity, negative = inhibition, usual class: inhibitors; 2.1% of 270,000 active; further: on the % scale 0 is the no-effect control and ±100 the full control effect; nearly all actives have a fitted effect of over 55% in size
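In this qHTS, human K18 P301L tau is incubated with compound and heparin for 6 hr at 37 C, and Thioflavin T fluorescence then reports fibril load.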
Tau fluor cs = Counterscreen qHTS for Inhibitors of Tau Fibril Formation, Fluorescence Polarization. tau K18 P301L (four-repeat tau fragment) Alexa594 fluorescence, heparin fibrillization. Potency, µM (series often up to 57.7 µM), for the others: at the top dose activity change, negative = decrease. 0.93% of 280,000 active. AID 1463, 2008; further: on the % scale 0 is the no-effect control and ±100 the full control effect; nearly all actives have a fitted effect of over 55% in size
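Human K18 P301L tau (15 uM unlabeled plus 0.24 uM Alexa 594-labeled, final) in 100 mM sodium acetate pH 7 was mixed with compound and 20 uM heparin and incubated 6 hr at 37 C.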
GAA inh = qHTS Assay for Inhibitors of Human alpha-Glucosidase as a Potential Chaperone Treatment of Pompe Disease. purified human GAA, 4-MU-alpha-glucoside fluorescence. Potency, µM (top dose mostly 76.9 µM), inactives show at the top dose activity change, negative = inhibition, most hits filed as inhibitors. 0.005% of 200,000 active. AID 1466, 2008;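 further: plate controls were uninhibited enzyme wells for no effect and no-enzyme background for full effect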
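qHTS format, compound range up to 77 uM. Human lysosomal enzyme at 4 nM, 400 uM 4-MU glucoside substrate, pH 5.0, 20 min room temperature; fluorescence after alkaline stop gives activity normalized to controls.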
The depositor's hits bear a star; u = inconclusive; x = no result given; [ ] = remark or other dose. The call rests on the fitted dose curve; in most records, active means well fitted curve in the direction sought with a large enough effect; inconclusive means small, poorly fitted or top-dose-only effect, or another doubt; inactive means no such curve, though single readings can be large; an effect the other way counts as inactive or inconclusive. Potency means the concentration at half of the fitted maximal effect. Compounds were not picked by outcome. Share with any hit: about 3.3%.

Every second line gives: HTT cytoprotect	aGlu spleen mod	Tau fibril FP	GAA glycogen mod	aGal spleen mod	Tau fibril ThT	Tau fluor cs	GAA inh
> CCCCCC(=O)Nc1ccc(Cl)cn1
    -14%	0%	-5%	12%	u	-5%	-4%	-4%
> Cc1ccc(NC(=O)CCCC(=O)O)c(Br)c1
    16%	0%	6%	0%	5%	4%	7%	u
> COc1ccccc1-c1oc2ccccc2c(=O)c1OC
    u	-1%	-3%	x	-4%	-11%	-13%	x
> COc1cccc(-c2nnc(SCC(=O)N3CC(C)CC(C)C3)o2)c1 (stereo unspecified)
    -11%	5%	6%	-2%	11%	-16%	-13%	u
> CCOn1c(=O)c(-c2cccc([N+](=O)[O-])c2)[n+]([O-])c2ccccc21
    -6%[10 µM]	3%	8%	-1%	1%	-3%	-5%	2%
> CC(C)(C)c1ccc(OCC(=O)NN2Cc3ccccc3C2=N)cc1
    -55%[inhibitor]	-24%	6%	3%	-9%	-9%	-3%	2%
> O=c1[nH]c(S)nc2sc3c(c12)CCCC3
    4%	4%	-7%	u	5%	u	-12%	4%
> Cc1oc(-c2cccc(Cl)c2)nc1CN1CCC(C(=O)NCC2CCCO2)CC1 (stereo unspecified)
    -9%	8%	-3%	-1%	13%	-16%	-11%	-1%
> Cc1ccc(NC2=C(Cl)C(=O)OC2OC(=O)c2ccc(C)cc2)cc1 (stereo unspecified)
    -2%	-3%	-14%	-8%	-1%	-17%	u	-4%
> O=C(Nc1ccc2oc(-c3cccnc3)nc2c1)c1ccc(Br)cc1
    x	x	u	3%[76.3 µM]	x	u	-23%	x

(cont.)
Every second line gives: HTT cytoprotect	aGlu spleen mod	Tau fibril FP	GAA glycogen mod	aGal spleen mod	Tau fibril ThT	Tau fluor cs	GAA inh
> CCOc1nc(-c2ccccc2)ccc1-c1noc(-c2ccc(C)cc2)n1
    x	x	-7%	3%[76.3 µM]	x	-10%	-11%	x
> Cc1cccc(C)c1NC(=O)c1nc(S(C)(=O)=O)ncc1N(Cc1ccc(F)cc1)Cc1ccco1
    x	x	-1%	10%[76.3 µM]	x	8%	5%	x
> O=C1c2ccccc2C(=Nc2ccccc2)C1c1cccc(Br)c1 (stereo unspecified)
    6%	-4%	6%	-5%	-3%	-11%	-30%	7%
> O=C(Nc1cnn(Cc2ccc(F)cc2)c1)c1cc(-c2cccs2)on1
    -30%	-5%	-12%	5%	-2%	-2%	-20%	-9%
> CCc1nnc(NC(=O)CCC(=O)NCCc2ccc(OC)c(OC)c2)s1
    26%[10 µM]	-1%	5%	-6%	-10%	3%	11%	-4%
> Cc1ccsc1C(=O)OCC(=O)NC1CCS(=O)(=O)C1 (stereo unspecified)
    -25%	3%	0%	-8%	4%	-1%	2%	3%
> Cc1cc(=O)oc2c(C)c(OCC(=O)N(C)C)ccc12
    -21%[0.074 µM]	-1%	7%	2%	1%	-11%	3%	-4%
> O=C(CNC(=O)c1ccccc1)OCC(=O)N1c2ccccc2Sc2ccccc21
    x	-14%	6%	-4%	1%	-7%	-11%	2%
> COc1ccc(Nc2ccccc2C(=O)O)cc1
    -8%	-1%	5%	-5%	-2%	-1%	-5%	-3%
> O=S(=O)(c1ccc(F)cc1)N1CCN(c2nc(-c3ccc(F)cc3)cs2)CC1
    -1%	-4%	7%	-1%	6%	10%	-18%	-16%

Next section:
Compound	HTT cytoprotect	aGlu spleen mod	Tau fibril FP	GAA glycogen mod	aGal spleen mod	Tau fibril ThT	Tau fluor cs	GAA inh
O=C1C(Cl)=C(NCCCN2CCOCC2)C(=O)N1CCc1ccccc1	15%	-3%	9%	-3%	7%	-5%	4%	u
CC(C)NC(=O)NC(=O)COc1ncnc2sccc12	-6%[10 µM]	8%	5%	-2%	-2%	1%	-1%	5%
CCn1cc([N+](=O)[O-])c(C(=O)Nc2nc(-c3ccc(C)cc3)c(C)s2)n1	u	-6%	-3%	3%	-4%	-7%	-25%	u
Cc1ccc(C)c(NC(=O)CSc2nc(N)c(NC(=O)c3cccs3)c(=O)[nH]2)c1	x	3%	-1%	3%	3%	0%	-4%	2%
O=C(NCc1ccccc1Cl)c1ccc(Br)o1	-41%	-5%	-11%	18%	-4%	-7%	-8%	7%
COc1ccccc1C(=O)NC1(C(F)(F)F)NC(=O)N(CCc2ccccc2)C1=O (stereo unspecified)	x	x	u	-4%[76.3 µM]	x	u	-18%	x
CCOc1cccc(C(=O)NC(=S)Nc2cccnc2)c1	35%[10 µM]	4%	3%	-5%	6%	-12%	-11%	2%
Cc1cc(C)cc(OCC(=O)Nc2ccc3c(c2)OCCO3)c1	-27%	1%	-4%	-4%	-4%	-7%	-10%	2%
O=[N+]([O-])CC(=Nc1ccc(Cl)cc1)N/N=C\c1oc(O)c2ccccc12	-15%	-5%	0%	-13%	-5%	u	-25%	-6%
O=C(Nc1cccc(-c2nnc(-c3ccco3)o2)c1)c1ccccc1	x	-3%	-12%	-8%	1%	-7%	-13%	1%

The list continues.
Compound	HTT cytoprotect	aGlu spleen mod	Tau fibril FP	GAA glycogen mod	aGal spleen mod	Tau fibril ThT	Tau fluor cs	GAA inh
O=S(=O)(c1ccccc1)c1nnn2c1nc(NCc1cccs1)c1sccc12	x	x	u	-1%[76.3 µM]	x	u	2%	x
COc1ccc(-n2cc(-c3ccc(Br)cc3)[nH]c2=S)cc1	0%[10 µM]	-8%	-11%	-7%	7%	-5%	-13%	-10%
CCS(=O)(=O)N1CCN(c2ncnc3sc(C)c(C)c23)CC1	x	-4%	-3%	10%	5%	-5%	-1%	9%
CCOc1ccc(N2C(=O)CC(N3CCc4ccccc43)C2=O)cc1 (stereo unspecified)	-12%	0%	5%	14µM*	-1%	u	-4%	-3%
Cc1nn(Cc2ccccc2)c(Cl)c1C(=O)OC(C)C#N (stereo unspecified)	-45%	-7%	-2%	2%	-4%	2%	-9%	1%
COc1ccccc1CNC(=O)c1ccc(-n2c(C)cc3c2CCCC3)cc1	x	x	-15%	12%[76.3 µM]	x	-16%	-4%	x
Cc1[nH]c2ccccc2c1/C=N/NC(=O)c1cccc(F)c1	-3%[10 µM]	-3%	u	12%	-2%	u	-26%	11%
O=C(Nc1cccc(Cl)c1)N1CCN(Cc2ccccc2)CC1	-3%[10 µM]	-7%	-6%	2%	-5%	u	-8%	-5%
CCc1cc2ccc(OC)cc2nc1SCC(=O)NNC(=O)c1ccco1	-2%[10 µM]	3%	-7%	-10%	12%	u	-8%	2%
Cc1ccc(-c2nnc(N3CCN(C(=O)c4ccco4)CC3)c3ccccc23)cc1	-20%[0.074 µM]	-5%	8%	3%	-8%	-5%	8%	-1%

A few values from the results shown.
`Cc1ccc(-c2nnc(N3CCN(C(=O)c4ccco4)CC3)c3ccccc23)cc1` – GAA glycogen mod: 3%
`COc1ccccc1CNC(=O)c1ccc(-n2c(C)cc3c2CCCC3)cc1` – Tau fibril ThT: -16%

The results go on.
Compound	HTT cytoprotect	aGlu spleen mod	Tau fibril FP	GAA glycogen mod	aGal spleen mod	Tau fibril ThT	Tau fluor cs	GAA inh
CC1(C)CC=C(O[Si](C)(c2ccccc2)c2ccccc2)CC1	u	-4%	-3%	x	3%	-3%	-5%	x
O=C1Nc2ccc(Cl)cc2C12Nc1ccccc1-c1nnc(SCc3ccccc3F)nc1O2 (stereo unspecified)	-54%[inhibitor][10 µM]	-3%	-4%	6%	3%	-3%	-9%	6%
O=C(O)Cn1nc(N2CCN(c3ccc(F)cc3)CC2)ccc1=O	x	x	1%	-10%[76.3 µM]	x	-11%	-8%	x
CC(CC(=O)O)CC1=NS(=O)(=O)c2ccccc2N1 (stereo unspecified)	-11%	6%	3%	-5%	17%	-3%	2%	-2%
O=C(Nc1cc2c(cc1C(=O)c1ccccc1Cl)OCCO2)c1ccccc1	x	x	u	-12%[76.3 µM]	x	-14%	u	x
Cc1cc(C)c2c(c1)-c1cc(C)nn1C(c1ccc3c(c1)OCO3)N2 (stereo unspecified)	-7%	0%	15%	u	9%	u	u	2%
CCN(CC(=O)NCc1cccs1)c1ccc(S(=O)(=O)N2CCOCC2)cn1	-17%	-3%	4%	2%	5%	5%	4%	-10%
O=C(O)CCc1ccc(-c2ccccc2)n1CC1CCCO1 (stereo unspecified)	7%	-11%	-3%	9%	27%	-7%	-2%	u
O=C(CSc1nncs1)NC(=O)NCc1ccco1	-6%	-9%	-5%	2%	7%	-7%	-6%	13%
COc1ccccc1CNC(=O)c1cccc(NC(=O)c2ccccc2)c1	-27%	8%	-13%	-12%	9%	-5%	u	-8%
Fc1ccc(NC(=S)N/N=C/c2ccc(F)c(F)c2)cc1	u	-19%	1%	-4%	-2%	0%	-7%	-3%
Cc1ccc(C)c(NC(=O)Cn2nc(C(F)(F)F)cc2C2CC2)c1	11%	2%	4%	-6%	3%	-8%	-9%	-3%

Printed as active in GAA glycogen mod, among the entries above:
SMILES | aGlu spleen mod | Tau fibril FP | GAA glycogen mod | aGal spleen mod | Tau fibril ThT
CCOc1ccc(N2C(=O)CC(N3CCc4ccccc43)C2=O)cc1 (stereo unspecified) | 0% | 5% | 14µM* | -1% | u

Source: PubChem
